# High-throughput results: PubChem, several laboratories
# NFkB transloc inh: blocks IL-1B driven NFkB nuclear translocation in HUVEC cells. inhibition, % at 2 µM. HUVEC IL-1B NFkB p65 nuclear translocation imaging. 94,000 tested, 0.43% active;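 active = inhibition above about 30% together with a positive call from visual inspection of the well image, limit read from the data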;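 note: nuclear over cytoplasmic p65 intensity ratio measured by imaging; 0% = IL-1B stimulated DMSO wells and 100% = unstimulated DMSO wells; values of inactives mirror those of a sister screen read the other way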
# PLAP inhibition: inhibition of human placental alkaline phosphatase – biochemical, luminescence, HTS (AID 690); purified PLAP, luminescent substrate; higher % means a stronger effect; inhibition, % at 20 µM; hits with a dose series show IC50 in µM; 96,000 tested, 0.08% active; in the data active = a potency from the dose series; inactive = the rest, 99 in 100 with inhibition below about 30%; note: strong numbers were not always called active
# NFkB transloc pot: enhances IL-1B driven NFkB nuclear translocation; HUVEC IL-1B NFkB p65 nuclear translocation imaging; activation, % at 2 µM; 94,000 tested, 0.3% active;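 active = activation above 40%, about the mean plus 3 SD, also judged a hit on visual image review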;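 note: percent activation is computed from the nuclear over cytoplasmic p65 intensity ratio; values of inactives mirror those of a sister screen read the other way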
# MRP reversal: compounds reversing MRP-mediated drug resistance | H69AR cells + 2 uM doxorubicin, CellTiter-Glo, 72 h | differential viability (reversal), % at 10 µM | 85,000 tested, 0.04% active | AID 602;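 active = viability drop by adding the cancer drug above about 55%, with treated viability meeting a 40% cutoff, limit read from the data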;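 note: viability without doxorubicin minus viability with 2 µM doxorubicin for each compound; larger differential means the compound sensitizes cells more to doxorubicin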
# Bcl-B TR3 displacers: displacers of TR3 peptide from Bcl-B, primary screen, selectivity assay for Bfl-1 inhibitor project, biochemical, fluorescence polarization; FP displacement of FITC-TR3 peptide from Bcl-B; higher % means a stronger effect; displacement, % at 20 µM; hits with a dose series show IC50 in µM; 96,000 tested, 0.11% active; AID 748;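 active = displacement above 50% at 20 µM plus a fluorescence interference ratio under 1.5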;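 note: plate controls were wells without compound for no effect and wells lacking Bcl-B protein for full effect; a part of the inactive calls stands beside numbers as strong as those of hits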
# MRP reversal cytotoxicity: second read-out of MRP reversal, no call of its own (marks repeat the call); viability, %; H69AR cells, CellTiter-Glo, 72 h; measured here: cytotoxicity without doxorubicin
# MRP reversal with doxorubicin: further read-out of MRP reversal, marked with its call; viability, %; measured here: viability with 2 uM doxorubicin; active compounds read low
# NFkB transloc inh cell count 2 µM: further read-out of NFkB transloc inh, marked with its call; cell count; measured here: cells passing quality filter;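 raw number of nuclei counted in each imaged well without normalization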
# NFkB transloc pot cell count 2 µM: recorded beside NFkB transloc pot, whose call it bears; cell count; measured here: cells passing quality filter
# * hit, by the source's call; x = no result given.
SMILES,NFkB transloc inh,NFkB transloc inh cell count 2 µM,PLAP inhibition,NFkB transloc pot,NFkB transloc pot cell count 2 µM,MRP reversal,MRP reversal cytotoxicity,MRP reversal with doxorubicin,Bcl-B TR3 displacers
COCCNC(=O)CSc1nc2cc(OC)c(OC)cc2c(=O)n1CCC1=CCCCC1,-24,134,x,24,134,x,x,x,x
Cc1cc(C)nc(Nc2n[nH]c(Cc3ccccc3)n2)n1,-12,102,x,12,102,20,86,66,x
CCCCc1nc(SCC(=O)Nc2ncccn2)n[nH]1,10,137,-8%,-10,137,x,x,x,-3%
Cc1ccn2c(C(=O)N/N=C\c3cccs3)c(C)nc2c1,-15,111,-57%,15,111,x,x,x,5%
CCCCC1CCC(C(=O)Nc2ccc(S(=O)(=O)Nc3nccs3)cc2)CC1 (stereo unspecified),9,113,-28%,-9,113,-10,86,95,-2%
O=C(NCCN1CCCCCC1)C1CC(=O)N(CCc2ccccc2)C1 (stereo unspecified),-16,168,-21%,16,168,3,98,95,-1%
COC(=O)C1CCN(C(c2ccc(OC)c(OC)c2)c2sc3nc(C)nn3c2O)CC1 (stereo unspecified),-11,149,-36%,11,149,5,89,84,-5%
O=C(/C=N/O)Nc1ccccc1,0,113,2%,0,113,-6,94,100,-6%
Cc1ccc(C)c(NC(=O)CCc2ccc(S(=O)(=O)NC3CCCCC3)cc2)c1,-7,205,23%,7,205,x,x,x,2%
COc1cc(OC)c(C2N(c3ccc(Cl)cc3)C(=O)C3CCCN32)cc1OC (stereo unspecified),-2,142,-40%,2,142,2,99,97,-50%
CCSc1nnc(NC(=O)c2cnccn2)s1,x,x,1%,x,x,-28,49,78,58%*
CC1(C)CC2(CCO1)CNC(=O)O2 (stereo unspecified),-1,186,-13%,1,186,3,97,94,10%
O=C(NC1CCCC1)C1CCC(=O)N1C1CCCC1 (stereo unspecified),-17,173,-7%,17,173,2,103,101,-5%
CC(C)Cn1c(-c2nn(C)cc2Cl)n[nH]c1=S,-4,156,-1%,4,156,8,100,92,-6%
O=C1Nc2ccccc2C12OCC1(CO2)COC2(OC1)C(=O)Nc1ccccc12 (stereo unspecified),8,49,-62%,-8,49,-8,84,92,-24%
O=c1c2ccccc2nc(-c2ccccc2)n1CCN1CCOCC1,-18,108,-30%,18,108,-10,77,87,-7%
O=c1sc2ccccc2n1COc1ccc(Cl)cc1,-9,187,99µM*,9,187,32,97,65,3%
CSc1nc(N2CCN(CCO)CC2)c2sc3nc(-c4ccco4)c4c(c3c2n1)CCC4,x,x,-61%,x,x,-5,1,5,14%
N#Cc1ccc(Oc2nc(C(N)=O)cc(-c3ccccc3)n2)cc1,15,163,-12%,-15,163,-22,63,84,5%
Cc1c(-c2ccccc2)nc(N)c(C#N)c1-c1cccs1,-3,154,4%,3,154,8,77,69,-11%
CC(=O)N(/N=C1\Sc2ccccc2C1=O)c1ccccc1,1,153,16%,-1,153,x,x,x,0%
CCOC(=O)CNC(=O)c1sc(NC(=O)c2ccccc2)nc1C,12,111,x,-12,111,3,74,71,x
Cc1cccc(-c2nnn(CC/C(N)=N/O)n2)c1,3,190,-5%,-3,190,-11,86,97,2%
Cc1cccc(NC(=O)Cn2cnc3ccc(S(=O)(=O)N4CCC(C)CC4)cc3c2=O)n1,-25,91,-38%,25,91,6,85,79,-88%
COC(=O)CCS(=O)(=O)c1ccc(Cl)c(Cl)c1,-15,7,-35%,15,7,0,84,83,1%
O=C(NCCCn1ccnc1)c1cn(-c2ccccc2)nc1-c1ccccc1,9,52,-26%,-9,52,-4,78,82,-6%
O=C(COC(=O)Cn1cnc2ccccc21)NCCc1ccccc1,0,60,2%,0,60,3,98,95,3%
CCC(Sc1nc(C)cc(C)n1)C(=O)NC1=NN=C(c2ccc(C)cc2)CS1 (stereo unspecified),4,132,6%,-5,132,x,x,x,-10%
COC(=O)Cc1c(C)nc2nc(Cc3ccccc3)[nH]n2c1=O,-5,122,-8%,5,122,5,94,89,-6%
COc1ccc(C2(CNC(=O)Cc3ccc(OC)c(OC)c3)CCOCC2)cc1,-2,126,-14%,2,126,1,82,81,1%
CN(C)c1ncc(C2=C(Cl)C(=O)C(N3CCCC3)=C(Cl)C2=O)s1,7,187,x,-7,187,-9,89,98,x
CC(C)(C)C(=O)Cn1ncc(NC2CC2)c(Br)c1=O,6,149,-16%,-6,149,x,x,x,0%
CCc1nnc(NC(=O)C2CCCN2C(=O)NC2CCCCC2)s1 (stereo unspecified),5,109,-8%,-5,109,6,101,95,-6%
COc1ccc(C2CC(=O)c3cnc(NC(=O)c4cccc(OC)c4)nc3C2)cc1 (stereo unspecified),-13,109,-2%,13,109,-8,79,87,-1%
O=C(NNC(=O)C1CCCCC1)c1cnccn1,10,99,-96%,-10,99,x,x,x,0%
O=S(=O)(Nc1nc2ccccc2nc1NCCN1CCOCC1)c1cccc(Cl)c1,0,129,-40%,0,129,6,96,90,4%
COC(=O)C(Cc1ccc(O)cc1)NC(=O)CCC(=O)Nc1ccc(S(N)(=O)=O)cc1 (stereo unspecified),1,174,20%,-1,174,0,90,90,10%
CCn1c(NC(=O)Nc2cccc(C)c2C)cc2sccc21,-14,190,16%,14,190,x,x,x,-12%
COC(=O)c1[nH]c2cc(OC)ccc2c1NC(=O)CN1CCC(C(N)=O)CC1,x,x,-23%,x,x,3,102,99,-3%
O=C(NC1CCCCC1)C1CCN(S(=O)(=O)N2CCOCC2)CC1,12,120,2%,-13,120,-6,94,100,-1%
Cn1c(/C=N/c2nc3ccccc3[nH]2)nc2ccccc21,-4,121,4%,4,121,13,85,72,-6%
CCOC(=O)c1cnc(SCC(=O)Nc2cc(OC)ccc2OC)nc1N,-5,175,-7%,5,175,-4,76,80,23%
CCCNC(=O)N1CCN(c2ncccn2)CC1,-56,115,x,56*,115*,x,x,x,x
O=C(CN1CCC(O)(c2ccc3c(c2)OCO3)CC1)OC1CCCCC1,-2,153,-18%,2,153,11,102,91,-4%
CCC(Oc1ccccc1)C(=O)Nc1nnc(C(F)(F)F)s1 (stereo unspecified),-11,128,-11%,11,128,9,108,99,-5%
CCn1c(CNC(=O)Cc2ccc(OC)cc2)nnc1SCCOc1ccccc1,-10,158,-28%,10,158,11,106,95,6%
Cc1cc(-n2nc(C)cc2C)nc(N)n1,-10,154,4%,10,154,5,90,85,1%
CCCNC(=O)c1cccc(COCC(F)(F)F)c1,-17,112,x,17,112,19,104,85,x
CCC(CC)C(=O)Nc1cc(NC(=O)C(CC)CC)cc(C(=O)O)c1,-2,160,4%,2,160,3,104,101,2%
CCCn1nnc(NC(=O)c2ccc(OCC)c(Cl)c2)n1,-16,116,-9%,16,116,14,105,91,-8%
O=C(OCC(=O)N1CCc2ccccc21)c1cccnc1Cl,10,167,-5%,-10,167,15,98,83,-3%
O=C1CN(C(=O)c2ccc(Br)o2)C(c2ccccc2)c2cc(Br)ccc2N1 (stereo unspecified),-20,191,-52%,20,191,-1,66,67,-24%
COc1ccc(C(=O)C2CCCCC2=O)cc1 (stereo unspecified),2,140,3%,-2,140,12,93,81,5%
Cc1ccc(-c2ccc(=O)n(CC(=O)NCCN3CCCCC3C)n2)cc1 (stereo unspecified),-9,214,-30%,9,214,20,100,80,0%
CCOC(=O)c1cccc(NC(=O)CN(C)S(=O)(=O)c2cnc[nH]2)c1,6,120,-19%,-6,120,-10,99,109,0%
Cc1ccc(N2CC(C(=O)Nc3nccs3)CC2=O)cc1 (stereo unspecified),x,x,10%,x,x,23,114,92,3%
Cc1cc(C)nc(-n2nc(C)cc2NC(=O)CN2CCc3ccccc3C2)n1,-1,118,-61%,1,118,4,6,2,-6%
Cc1ccccc1NC(=O)/C(=C/c1ccccc1)c1ccccc1,7,143,11%,-7,143,x,x,x,14%
CSc1cc(-c2ccccc2)n(Cc2c(Cl)cccc2Cl)c(=O)c1C#N,-35,188,12%,35,188,4,12,9,-15%
CC(C)CNc1nnnc2c1sc1nc(N3CCOCC3)c3c(c12)CC(C)(C)SC3,9,142,-11%,-9,142,x,x,x,-21%
# (further entries)
SMILES,NFkB transloc inh,NFkB transloc inh cell count 2 µM,PLAP inhibition,NFkB transloc pot,NFkB transloc pot cell count 2 µM,MRP reversal,MRP reversal cytotoxicity,MRP reversal with doxorubicin,Bcl-B TR3 displacers
COc1ccc(C(=O)N(CN2CCCC2=O)c2cc(C)on2)cc1OC,1,160,-5%,-1,160,6,88,81,-13%
O=C(NC1CCCCC1)C(c1ccncc1)N(C(=O)Cn1nnc(-c2cccs2)n1)C1CCCC1 (stereo unspecified),8,160,x,-8,160,-16,69,85,x
C=C(C)c1cccc(C(C)(C)NC(=O)N(Cc2ccccc2)Cc2ccco2)c1,6,166,10%,-6,166,6,99,93,-6%
O=C(NCCCCCCNC(=O)c1ccc(Br)s1)c1ccc(Br)s1,-4,94,x,4,94,-12,40,52,x
COc1ccc(NC(=O)C2OCCc3ccccc32)c(OC)c1 (stereo unspecified),0,99,-17%,0,99,1,85,84,6%
O=C(C1CCC1)N1CCc2cc(S(=O)(=O)NC3CCCC3)ccc21,13,133,6%,-13,133,9,108,99,-6%
Cc1nc(C)c(-c2ccccc2)c(=O)[nH]1,-7,108,21%,7,108,-1,94,95,4%
O=C(Cc1cccs1)NCC1CCCO1 (stereo unspecified),-11,127,-1%,11,127,-9,86,94,1%
CCOC(=O)C1CCCCN1Cc1cccc(F)c1 (stereo unspecified),x,x,-28%,x,x,-3,96,99,-1%
C=CCn1c(N)c(C(=O)NC2CCCCC2)sc1=S,-19,151,6%,19,151,18,104,87,-1%
O=C(O)CSc1c[nH]c2ccccc12,6,171,-10%,-6,171,5,89,84,-8%
C=CCNC(=O)CCCOc1ccc(C)cc1,3,186,-36%,-3,186,4,106,102,-6%
COC(=O)c1sc2ncccc2c1OCc1ccc(Cl)cc1,-24,187,5%,24,187,x,x,x,8%
CCc1ccc(N2CC(C(=O)N/N=C/c3cccc([N+](=O)[O-])c3)CC2=O)cc1 (stereo unspecified),0,150,8%,0,150,x,x,x,-2%
C=CCNC(=S)NNC(=O)CCC(O)CCCCC (stereo unspecified),-5,157,-141%,5,157,-3,83,86,15%
C=CCn1c(SCc2ccc(C#N)cc2)nnc1-c1ccc(C)cc1,-4,172,2%,4,172,-2,79,81,-4%
CCC(=O)N1CCc2cc(S(=O)(=O)NCCN3CCC(C)CC3)ccc21,-20,82,-76%,20,82,9,100,90,3%
CC1=CC(=NOC(=O)c2cccc([N+](=O)[O-])c2)C=C(C)C1=O,1,148,11%,-1,148,-10,74,84,14%
COC(=O)CSC1=NS(=O)(=O)c2ccccc21,-9,157,3%,9,157,-23,37,60,67%
CC(C)Sc1nnc2n(CCc3ccccc3)c(=O)c3c4c(sc3n12)COC(C)(C)C4,2,171,x,-2,171,x,x,x,x
Cc1ccc2c(c1)N(CCCC(=O)NCCC1=CCCCC1)C(=O)CO2,-2,140,-6%,2,140,8,91,84,-9%

# Not all compounds are listed (hit frequency here may not be typical).
